Screening results as filed in PubChem BioAssay.
FBW7 activator = FBW7 E3 ligase activators, primary screen, biochemical, AlphaScreen, human; F-box/WD repeat-containing protein 7 (Homo sapiens), Q969H0; AlphaScreen FBW7–phospho-cyclin E peptide binding, activator screen; normalized activity (activation), % at 26.1 µM; 0.13% of 650,000 active; in the data active = normalized activity above about 1.9%;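 also: purified mutant Fbw7 with reduced substrate affinity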
MITF inh = MITF inhibitors, primary screen, biochemical, AlphaScreen, human; AlphaScreen MITF homodimerization, bead proximity signal; inhibition, % at 2.6 µM; 0.91% of 650,000 active; AID 1259374, 2018; in the data active = inhibition above about 50%;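 also: 0% = vehicle wells with protein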
Target sequence (O75030 whole entry, looked up): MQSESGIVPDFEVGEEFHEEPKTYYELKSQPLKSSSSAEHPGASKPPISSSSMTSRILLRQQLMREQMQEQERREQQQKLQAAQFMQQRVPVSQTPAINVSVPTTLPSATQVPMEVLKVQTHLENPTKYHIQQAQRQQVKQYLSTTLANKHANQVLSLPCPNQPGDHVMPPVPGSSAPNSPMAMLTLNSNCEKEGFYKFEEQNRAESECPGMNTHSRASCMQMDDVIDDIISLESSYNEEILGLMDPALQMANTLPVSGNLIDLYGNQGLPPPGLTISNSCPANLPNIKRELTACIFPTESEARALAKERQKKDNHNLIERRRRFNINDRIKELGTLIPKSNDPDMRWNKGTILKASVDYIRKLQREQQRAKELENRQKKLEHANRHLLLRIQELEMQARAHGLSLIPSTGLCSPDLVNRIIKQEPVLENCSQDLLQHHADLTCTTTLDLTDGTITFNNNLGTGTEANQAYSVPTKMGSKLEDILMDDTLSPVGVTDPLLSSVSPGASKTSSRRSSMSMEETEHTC
TEAD-YAP inh = TEAD-YAP interaction inhibition, primary screen, TEAD-YAP interaction inhibitor project, luminescence, HEK-TIYL cells. TEAD-Gal4/YAP UAS-luciferase luminescence. inhibition, % at 9.12 µM. 1.4% of 640,000 active. AID 1259422, 2018; in the data active = inhibition above about 32%;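 also: 0% = median of test compound wells and 100% = reference inhibitor wells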
GPR151 activ = activators of human GPR151, primary screen, cell-based, PathHunter beta-arrestin, luminescence. PathHunter beta-arrestin GPR151 cells. activation, % at 11.2 µM. 1% of 650,000 active. AID 1508602, 2020; in the data active = activation above about 4.9%;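 also: 0% = median of compound wells and 100% = cells with positive control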
Target sequence (Q8TDV0 whole entry, looked up): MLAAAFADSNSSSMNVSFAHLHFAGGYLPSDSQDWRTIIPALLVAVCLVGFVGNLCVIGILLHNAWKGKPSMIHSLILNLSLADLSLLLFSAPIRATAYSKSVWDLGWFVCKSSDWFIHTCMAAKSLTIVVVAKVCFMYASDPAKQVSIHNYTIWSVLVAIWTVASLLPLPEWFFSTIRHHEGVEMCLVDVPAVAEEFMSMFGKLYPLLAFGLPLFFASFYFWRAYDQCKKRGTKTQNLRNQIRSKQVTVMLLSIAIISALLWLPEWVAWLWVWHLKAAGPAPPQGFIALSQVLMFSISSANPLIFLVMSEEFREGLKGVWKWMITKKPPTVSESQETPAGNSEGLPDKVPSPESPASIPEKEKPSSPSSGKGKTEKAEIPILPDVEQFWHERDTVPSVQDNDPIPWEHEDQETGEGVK
Numbers without * were called inactive.

Sequence of screens: FBW7 activator	MITF inh	TEAD-YAP inh	GPR151 activ
CCC1(c2ccc(C)cc2)C(=O)Nc2ccccc21 (stereo not drawn)
→ -0.1	-7	3	-0.9
CCOC(=O)C1=C(C)NC(=S)NC1c1cc(Br)c(OC)cc1OC (stereo not drawn)
→ -0.2	3	10	-0.1
COc1ccc(C(=O)N2CCN(c3ccc(-n4ccc(C)n4)nn3)CC2)cc1OC
→ 0.0	0	-11	-1.8
COc1ccc(OC)c(/C=C2\SC(=O)N(CC(=O)Nc3ccc(C)cc3)C2=O)c1
→ -0.1	1	-4	1.6
Cc1ccc2c(C)nc(N3CCCC(NCC4COCCO4)CC3)nc2c1 (stereo not drawn)
→ 0.1	18	-1	0.3
Cc1ccc(CNC(=O)CN2CCN(C)CC2)cc1
→ -0.1	84*	3	0.2
O=C(CCc1nc2sc3c(c2c(=O)[nH]1)CCCC3)Nc1cccc(F)c1
→ 0.0	-1	7	-0.6
Cc1ccc(S(=O)(=O)CCC(=O)OC(C)C(=O)c2c(C)[nH]c3ccccc23)cc1 (stereo not drawn)
→ -0.1	1	2	1.3
CC(C)CC(=O)Nc1c2c(nn1-c1cccc(Cl)c1)CS(=O)C2 (stereo not drawn)
→ 0.0	-2	1	-0.6
COC(=O)c1cc2occc2n1Cc1nc(-c2cccs2)oc1C
→ -0.4	-3	4	-2.3
Cc1cccc(Nc2ccc3c(cnn3-c3cccc(C(=O)NCC(O)CN4CCOCC4)c3)c2)c1Cl (stereo not drawn)
→ 0.2	9	4	0.0
COc1ccc(Cl)cc1NC(=O)CSc1nnc(-c2ccc(C)cc2)o1
→ 0.0	-12	-7	-0.9
O=C(CC1C(=O)NCCN1C1CCCC1)NCc1ccc(N2CCOCC2)cc1 (stereo not drawn)
→ -0.1	-5	-6	0.0
CC(C)n1c(-c2cccs2)nc2c(NC3CC3)ncnc21
→ -0.1	20	9	-0.1
C=CCc1cc(OC)ccc1OCCN(C)C
→ -0.2	63*	13	1.5
Cc1ccc(C)c(Cn2cccc2C2=NCCO2)c1
→ 0.5	-9	3	-0.5
Cc1c(C(=O)Nc2ccc3oc(=O)ccc3c2)cccc1[N+](=O)[O-]
→ 0.0	0	15	0.1
CCOc1ccc(S(=O)(=O)NCCCN2CCC(C)CC2)c2cccnc12
→ 0.4	15	2	-1.2
CCNC(=O)COC(=O)c1cc(Cl)cc(Cl)c1
→ -0.1	9	5	-1.8
NC(=O)c1ccccc1Nc1ccnc(-c2cncnc2)c1
→ 0.1	-15	-2	-0.5
O=C(Nc1cccc(Cl)c1N1CCC(N2CCCC2)CC1)c1ccc(Br)o1
→ -0.1	-22	-7	0.1
COC(=O)c1ccccc1NC(=O)CC(C)=O
→ 0.0	4	4	0.3
CCN(CC)C(=O)/C(=C/c1ccc2c(c1)OCO2)NC(=O)c1ccco1
→ -0.1	-2	-3	0.0
Cn1c2c(c(=O)n(C)c1=O)C(c1ccccc1[N+](=O)[O-])C1C(=O)c3ccccc3C1=N2 (stereo not drawn)
→ 0.2	12	0	0.2
CCOc1ccc(NC(=O)C2C3C=CC4(O3)C2C(=O)N(C2CCCCCC2)C4C(=O)NC2CCCCC2)cc1 (stereo not drawn)
→ 0.5	6	9	0.3
CCc1ccc(OCC(O)CNC(C)C)cc1 (stereo not drawn)
→ -0.1	-7	13	-0.4
CC(/C=C1\N=C(c2cccc(Br)c2)OC1=O)=C\c1ccccc1
→ 0.1	0	-3	1.4
Cc1ccc(NC(=O)C2CC3CCC2C3)c(Br)c1 (stereo not drawn)
→ 0.1	-17	-7	1.3
CCc1nn(CC(=O)NCCC(C)C)c(=O)c2cc3cc(C)ccc3n12
→ 0.8	1	0	1.1
CC(C)(C)c1ccc(Oc2nc(-c3ccc(Cl)cc3)cc(C(F)(F)F)n2)cc1
→ 0.0	0	3	1.1
CCOCCn1c(=O)c2c(nc3n(-c4ccccc4)c(-c4ccccc4)cn23)n(C)c1=O
→ 0.0	0	0	1.7
Cc1ccc(C)c(NC(=O)CN(C)C(=O)CCc2nc3ccccc3c(=O)[nH]2)c1
→ -0.1	-2	0	-0.4
CCNC(=O)C1CC(=O)c2sc(NC(=O)CC(C)CC)nc2C1 (stereo not drawn)
→ 0.0	-5	-63	-1.1
Cc1[nH]c2ccccc2c1C(C[N+](=O)[O-])c1cccs1 (stereo not drawn)
→ -0.1	16	-3	2.3
CC(=O)NS(=O)(=O)c1ccc(N2C(=O)CC(Sc3nc4ccccc4s3)C2=O)cc1 (stereo not drawn)
→ 0.1	9	-3	-0.3
Cc1ccc(SCC(=O)Nc2cccc([N+](=O)[O-])c2)cc1
→ -0.1	-1	-10	0.0
Cc1cccc(Cn2c(N3CC(C)CC(C)C3)nc3c2c(=O)n(C)c(=O)n3C)c1 (stereo not drawn)
→ 0.3	16	2	-0.3
COC(=O)C(NC(=O)c1ccccc1OC)(Nc1nc(C2CC2)cs1)C(F)(F)F (stereo not drawn)
→ -0.1	10	-7	-1.3
Cc1ccc(S(=O)(=O)NC(=O)OC2CC3(C(C)C)CCC2(C)O3)cc1 (stereo not drawn)
→ 0.1	13	0	-2.0
O=C(O)CNC(=O)c1ccc2ccccc2c1
→ 0.0	6	6	-1.6

Sorted by SMILES length (low to high): 3 of the compounds above
Sequence of screens: FBW7 activator	MITF inh	TEAD-YAP inh	GPR151 activ
Cc1[nH]c2ccccc2c1C(C[N+](=O)[O-])c1cccs1 (stereo not drawn)
→ -0.1	16	-3	2.3
Cc1ccc(C)c(NC(=O)CN(C)C(=O)CCc2nc3ccccc3c(=O)[nH]2)c1
→ -0.1	-2	0	-0.4
CC(=O)NS(=O)(=O)c1ccc(N2C(=O)CC(Sc3nc4ccccc4s3)C2=O)cc1 (stereo not drawn)
→ 0.1	9	-3	-0.3

Some entries already given, showing only TEAD-YAP inh, GPR151 activ and MITF inh.
mol	TEAD-YAP inh	GPR151 activ	MITF inh
CC(C)CC(=O)Nc1c2c(nn1-c1cccc(Cl)c1)CS(=O)C2 (stereo not drawn)	1	-0.6	-2
COC(=O)c1cc2occc2n1Cc1nc(-c2cccs2)oc1C	4	-2.3	-3

(more compounds)
Sequence of screens: FBW7 activator	MITF inh	TEAD-YAP inh	GPR151 activ
COc1ccc(CCNS(=O)(=O)c2cc3c4c(c2)CC(=O)N4CCC3)cc1
→ 0.1	3	3	1.8
COc1cc(OC)cc(C(=O)Oc2cc(C)[nH]c(=O)c2[N+](=O)[O-])c1
→ -0.2	2	4	-0.6
COc1ccc(C2/C(=C(\O)c3ccc(Cl)cc3)C(=O)C(=O)N2c2nc3ccccc3s2)cc1 (stereo not drawn)
→ 0.3	16	-40	0.1
CCCCCSC1=C(C#N)C(C)(C)C(C#N)C(=O)N1 (stereo not drawn)
→ 0.0	-12	17	-0.9
NC(=O)C1CCN(C(=O)c2ccc3c(=O)n(-c4ccc(F)cc4)c(SCc4cccc(F)c4)nc3c2)CC1
→ 0.4	15	17	1.0
O=C(Nc1ccccc1Cl)c1ccc(F)c(S(=O)(=O)NC2CC2)c1
→ 0.1	0	-8	-1.6
CCc1cccc(C)c1NS(=O)(=O)c1c(C)nc2sccn2c1=O
→ -0.1	5	2	2.3
COc1ccc(/C=C2\C=C(c3ccc(Cl)cc3)OC2=O)c(C)c1
→ -0.1	-5	7	0.1
C=CCNc1ncnc2c1cnn2-c1ccc(C)cc1C
→ 0.1	8	-8	-0.3
CCOC(=O)c1ccc(-n2c(C)cn3c4c(=O)n(C(C)C(C)=O)c(=O)n(C)c4nc23)cc1 (stereo not drawn)
→ 0.7	3	5	3.0
O=C(CSc1nc(O)c(C2CCCCC2)c(=O)[nH]1)N1CCOCC1
→ -0.4	-19	-2	-0.6
Cn1c(=O)[nH]c(=O)c2c1nc(SCc1ccc(Cl)cc1)n2CC(N)=O
→ 0.0	1	-4	-0.9
COc1cc(C(=O)NCC(=O)N/N=C(\CCC(=O)O)c2ccccc2)cc(OC)c1OC
→ 0.1	9	8	-0.8
CCOC(=O)C(CCCCCOc1ccccc1OC)C(=O)OCC
→ 0.0	-6	-6	0.6
CCOC(=O)CN1C(=O)c2ccc([N+](=O)[O-])cc2C1=O
→ 0.5	20	4	-0.5
Cc1ccccc1NC(=O)CCNS(=O)(=O)c1ccc(Br)s1
→ 0.2	0	1	2.0
O=C(NCC1Cc2cc(Cl)cc(-c3cnccn3)c2O1)c1cccc(F)c1F (stereo not drawn)
→ 0.1	-1	2	-1.2
Cc1cc(Br)ccc1NC(=O)c1cc2c(ccc3ccccc32)o1
→ 0.1	-4	0	-0.9
COc1ccc(CN2CCN(Cc3nc4ccccc4s3)CC2CCO)c(F)c1 (stereo not drawn)
→ -0.1	1	2	0.7
CN(Cc1ccccc1)c1cc(-c2ccncc2)nc(-c2ccncc2)n1
→ 0.1	12	-17	-1.3

Fetched by compound from the list above (3):
Sequence of screens: FBW7 activator	MITF inh	TEAD-YAP inh	GPR151 activ
CCOC(=O)C(CCCCCOc1ccccc1OC)C(=O)OCC
→ 0.0	-6	-6	0.6
Cn1c(=O)[nH]c(=O)c2c1nc(SCc1ccc(Cl)cc1)n2CC(N)=O
→ 0.0	1	-4	-0.9
O=C(CSc1nc(O)c(C2CCCCC2)c(=O)[nH]1)N1CCOCC1
→ -0.4	-19	-2	-0.6

(continued)
Sequence of screens: FBW7 activator	MITF inh	TEAD-YAP inh	GPR151 activ
Cc1ccc2nc(C3CCCN(C(=O)NCc4ccccc4)C3)[nH]c2c1 (stereo not drawn)
→ -0.1	-8	-13	2.1
C/C(CC(=O)Nc1cc(Cl)ccc1Cl)=N\NC(=O)c1cc(N)cc([N+](=O)[O-])c1
→ -0.1	-8	-11	-0.3
c1cncc(Nc2nc(Nc3ccc(N4CCOCC4)cc3)c3[nH]cnc3n2)c1
→ -0.1	3	37*	1.0
N#Cc1cccc(CSc2nnc(CCCO)n2-c2ccccc2)c1
→ 0.4	20	4	-0.8
O=[N+]([O-])c1ccc2[nH]c(O)c(N=Nc3ccccn3)c2c1
→ -0.2	2	-37	0.6
Nc1ccc2nc(SCc3ccc(C(=O)Nc4nccs4)cc3)sc2c1
→ -0.2	-5	11	0.6
Cc1ccc2nc(-c3ccc(N4C(=O)CC(NCCc5c[nH]c6ccccc56)C4=O)cc3)sc2c1 (stereo not drawn)
→ -0.1	-6	7	-1.6
COCCNC(=O)c1ccc(-c2cccc(N(C)C)c2)nc1N(C)C
→ -0.2	-8	-65	-0.1
CC(C)C(NS(C)(=O)=O)c1nnc2n1CCN(Cc1ccc3ncccc3c1)CC2 (stereo not drawn)
→ 0.3	-1	9	-0.8
O=C(CCSc1ccccc1)NCCSCc1ccco1
→ -0.1	2	-5	0.4

An excerpt of these results, with bars between the fields.
structure | FBW7 activator | MITF inh | TEAD-YAP inh | GPR151 activ
N#Cc1cccc(CSc2nnc(CCCO)n2-c2ccccc2)c1 | 0.4 | 20 | 4 | -0.8
O=[N+]([O-])c1ccc2[nH]c(O)c(N=Nc3ccccn3)c2c1 | -0.2 | 2 | -37 | 0.6

(cont.)
Sequence of screens: FBW7 activator	MITF inh	TEAD-YAP inh	GPR151 activ
CC1=C(C#N)C(c2ccccc2I)C2=C(CC(C)(C)CC2=O)N1 (stereo not drawn)
→ 0.0	-1	5	0.9
O=C(NCc1ccccc1)/C(=C\c1cccs1)NC(=O)c1ccccc1
→ -0.1	-2	-6	0.6
COc1cccc(C2C(C(=O)OCCOc3ccccc3)=C(C)NC3=C2C(=O)CC(C)(C)C3)c1OC (stereo not drawn)
→ 0.3	-14	-2	0.2
CCOC(=O)C1=C(C)N(C)C(c2ccc(C)cc2)(C(F)(F)F)NC1=O (stereo not drawn)
→ -0.2	-9	3	0.7
Cc1cc2c(cc3c(=O)n(CCC#N)nc(C)n32)s1
→ 0.0	-1	-16	-0.8
CC1=C(C(N)=O)C(c2ccccc2F)n2nc(-c3ccccc3Cl)nc2N1 (stereo not drawn)
→ 0.0	-7	-3	-2.3
N#CC1=C(N)Oc2n[nH]c(-c3ccccc3)c2C1c1cccc(OC(=O)N2CCOCC2)c1 (stereo not drawn)
→ -0.3	1	-4	-2.3
